# SRC3 TRFRET art – TR-FRET detection interference compounds, artefact control for PPARgamma SRC-3 recruitment agonists, biochemical, TR-FRET ratio; TR-FRET artefact counter-screen, PPARgamma/SRC-3 format; stronger effect = higher value; TR-FRET ratio at 8 µM; 99,000 tested, 0.39% active; AID 1048, 2008; in the data active means TR-FRET ratio above about 2000; further: inactives centre near 1600
# SRC1 TRFRET art – TR-FRET detection interference compounds, primary screen, artefact control for PPARgamma SRC-1 recruitment agonists, biochemical, TR-FRET emission ratio; TR-FRET detection artefact counter-screen; stronger effect = higher value; TR-FRET ratio at 8 µM; 99,000 tested, 0.34% active; in the data active means TR-FRET ratio above about 2300; further: inactives centre near 1800
# The depositor's hits bear a star. Some of the compounds tested, so the mix of outcomes need not match the whole.
structure | SRC3 TRFRET art | SRC1 TRFRET art
CCOc1ccc(/C=C(\C#N)C(=O)c2c(C)[nH]c3ccccc23)cc1OC | 1593 | 1781
COc1ccc(CNCC(O)COc2cccc3c2OC(C)(C)C3)cc1 (centres undefined) | 1636 | 1811
CCc1nn(C)c(N)c1C | 1614 | 1885
CCOC(=O)c1ccc(NC(=O)CSc2nnc(C)n2-c2ccccc2)cc1 | 1505 | 1950
Cc1cccc(OCCN2C(=O)C(=O)c3cc(C)ccc32)c1 | 1781 | 1989
COc1ccc(CN(CC2CCCO2)C(=O)c2cc3sccc3n2C)c(OC)c1 (centres undefined) | 1441 | 1815
O=C(OCC(=O)N1CCCc2ccccc21)c1cccc(S(=O)(=O)N2CCc3ccccc32)c1 | 1635 | 1770
CCN(CC)S(=O)(=O)c1cccc(C(=O)N/N=C/c2c(C)nn(-c3ccccc3)c2Cl)c1 | 1495 | 1604
COc1cc(CCN2C(=O)c3cccc4cccc(c34)C2=O)c(S(=O)(=O)N2CCCCCC2)cc1OC | 1387 | 1499
N#Cc1cccc(NC(=O)CSc2n[nH]c(=O)[nH]c2=O)c1 | 1615 | 1577
CC(Sc1cccc[n+]1[O-])C(=O)Nc1cccc([N+](=O)[O-])c1 (centres undefined) | 1454 | 1729
CCOc1ncccc1C(=O)OCC(=O)Nc1cc(S(=O)(=O)N2CCOCC2)ccc1Cl | 1703 | 1948
CCN(C(=O)CSc1nnc(NCc2ccccc2)s1)C1CCS(=O)(=O)C1 (centres undefined) | 1620 | 1694
CC1S/C(=N/N=C/c2cccs2)NC1=O (centres undefined) | 1657 | 1799
CC(C)CC(=O)Nc1nnc(SCC(=O)Nc2ccc(F)cc2)s1 | 1433 | 1575
CNC(=O)c1cc(C(=O)c2c(Cl)cccc2Cl)c[nH]1 | 1489 | 1599
CN1CCN(C(=S)Nc2ccc(Oc3ccccc3)cc2)CC1 | 1381 | 1871
O=C(/C=C/c1ccc(O)cc1)c1ccc(O)cc1O | 1215 | 1631
CCOC(=O)C1CCCN(S(=O)(=O)c2cc(Br)cc3c2N(C(=O)C2CC2)CC3)C1 (centres undefined) | 1570 | 2266
CN(C)C(=S)NC(=O)c1cccc(Cl)c1 | 1420 | 1694
O=C(NC1CCS(=O)(=O)C1)c1sc2ccccc2c1Cl (centres undefined) | 1608 | 1606
O=c1c(/C=N/N2CCOCC2)c(C(F)(F)F)[nH]n1-c1ccccc1 | 1600 | 1798
O=C(NC1CCCCCC1)C(=S)N1CCCC1 | 1624 | 1610
Cc1cccc2cc(CN(CC3CCCO3)C(=O)c3ccncc3)c(=O)[nH]c12 (centres undefined) | 1565 | 2187
COCCNC(=O)CCc1nnc(C2(c3ccc(Cl)cc3)CCC2)o1 | 1692 | 1736
CN1C(=O)c2ccccc2N(C)C1c1ccccc1Cl (centres undefined) | 1588 | 1629
COc1nc(Nc2ccc(C(C)=O)cc2)nc(OC)n1 | 1862 | 1645
COc1ccc(/C=N/NC(=O)c2nc(-c3ccccc3)n(-c3ccccc3)n2)c(O)c1 | 1614 | 1735
COCCCNC(=O)Cn1cc2c(n1)CCCCC2 | 1777 | 1788
Nc1ccc2nc(CCCCCCCCc3nc4ccc(N)cc4[nH]3)[nH]c2c1 | 1443 | 1932
NS(=O)(=O)c1cccc(NC(=O)/C=C/c2cccs2)c1 | 1428 | 1799
O=C(CCCN1C(=O)c2cccc3cccc(c23)C1=O)NCc1cccs1 | 1374 | 1734
O=c1ccc(-c2nc3cc(Cl)ccc3n2Cc2ccccc2)c[nH]1 | 1577 | 1954
COC(=O)[C@@]1(Cc2ccc(OC)cc2)[C@H]2c3cc(C(=O)N(C)C)n(CCSCCO)c3C[C@H]2CN1C(=O)c1ccccc1 | 1573 | 1692
CCOc1ccc(NCC(=O)N/N=C/C=C/c2ccccc2)cc1 | 1628 | 1708
CCOC(=O)c1c(NCc2ccccc2)n[nH]c1C | 1498 | 1866
Cn1cc(/C(Cc2ccccc2)=N\O)c2ccccc21 | 1612 | 1434
Cc1ccc(NC(=O)c2nc3nccc(C)n3n2)c(C)c1 | 1540 | 1659
O=C(Cc1ccc(F)cc1)NCc1cccnc1 | 1595 | 1819
CC(C)CC(=O)Nc1ccc(-c2nnn(CC(=O)NCc3ccco3)n2)cc1 | 1489 | 1641
CCN(CC)CCCSc1nc2ccccc2s1 | 1306 | 1867
Cc1cc(C)n2nc(C(=O)Nc3ccc4c(c3)CCC4)nc2n1 | 1657 | 2075
CN(C)S(=O)(=O)c1cccc(NC(=S)N(CCC#N)Cc2cccnc2)c1 | 1731 | 2046
Cc1nc(NCc2cccnc2)c2c3c(sc2n1)CC(C)CC3 (centres undefined) | 1623 | 1843
CCC1(c2ccccc2)NC(=S)N(c2ccc(C)cc2)N1 (centres undefined) | 1822 | 1943

# Quoted from the listing.
# CN(C)S(=O)(=O)c1cccc(NC(=S)N(CCC#N)Cc2cccnc2)c1 in SRC3 TRFRET art has 1731
# Cc1cc(C)n2nc(C(=O)Nc3ccc4c(c3)CCC4)nc2n1 in SRC3 TRFRET art has 1657

# Following part:
structure | SRC3 TRFRET art | SRC1 TRFRET art
O=C(/C=C/c1ccc(S(=O)(=O)N2CCOCC2)cc1)NC(=S)Nc1ccc(Cl)cc1Cl | 1366 | 1391
CC1(C)CN(c2ccc(Br)cc2Br)C1=O | 1554 | 2047
CC(C)C(=O)NC(=S)Nc1ccc(S(=O)(=O)Nc2ccccc2)cc1 | 1695 | 1996
CCCC1CC(CSc2ncn[nH]2)OC1=O (centres undefined) | 1647 | 1998
CC(=O)N1CCC(N(CCN2CCOCC2)C(=S)Nc2cc(C)cc(C)c2)CC1 | 1465 | 1877
Cc1occc1-c1nnc(SCc2nc3ccccc3c(=O)n2CC#N)n1C | 1586 | 1761
CC(=O)Nc1ccc(N=Nc2c(C)[nH]n(C(N)=S)c2=O)cc1 | 1737 | 1955
Cc1cc(C)cc(NC(=O)CSc2nc3c(c(=O)[nH]2)CN(Cc2ccc(F)cc2)CC3)c1 | 1693 | 2272
Nc1nc(SCc2ccc(Cl)cc2Cl)nc2nc3c(cc12)CCCC3 | 1378 | 1591
O=C(Cn1cc(C(F)(F)F)ccc1=O)Nc1cccc(S(=O)(=O)N2CCOCC2)c1 | 1570 | 1885
COc1ccc(/C=N/NC(=O)c2ccc(N(C)S(=O)(=O)c3ccccc3)cc2)cc1 | 1345 | 1566
COc1ccc(NC(=S)N2CCC(N(C)CCN3CCOCC3)CC2)cc1Cl | 1539 | 1899
Cc1nc(C(Cl)(Cl)Cl)nc2[nH]ccc(=O)c12 | 1512 | 1757
COc1ccc(NC(=O)C(CC(=O)O)Cc2ccc(C)cc2)cc1 (centres undefined) | 1472 | 1623
Cc1cc(/C=N/NC(=O)c2cccnc2)c(C)n1CC(C)C | 1553 | 1907
Cc1ccc2c(COC(=O)c3n[nH]c4ccccc34)cc(=O)oc2c1 | 1725 | 1867
CCOC(=O)C(C)Sc1nnc(CSc2nc3nc(C)cc(C)n3n2)o1 (centres undefined) | 1481 | 2068
Cc1ccc(NC2OC(CO)C(O)C2O)cc1[N+](=O)[O-] (centres undefined) | 1626 | 1842
Cc1c(C=O)c(=O)n(-c2ccccc2)n1-c1ccccc1 | 1524 | 1883
COc1ccc(C(=O)NNC(=O)CN2CCC(n3nnc4cc(F)ccc43)CC2)cc1 | 1438 | 1605
O=C(NCc1ccccn1)Nc1ccccc1 | 1648 | 1755
O=C(Nc1cccc(F)c1)c1cc(S(=O)(=O)N2CCOCC2)cs1 | 1662 | 1634
CC(=O)Nc1cccc(NS(=O)(=O)c2ccccc2[N+](=O)[O-])c1 | 1551 | 1922
C/C(CC(=O)Nc1ccc(F)cc1)=N\NC(=O)Cc1csc(N)n1 | 1432 | 1686
CCN1CCN(c2ncc(C(=O)Nc3c(F)cc(F)cc3Br)c3ccccc23)CC1 | 1652 | 1915
CCN(C(=O)CSc1nnnn1-c1ccccc1)C1CCS(=O)(=O)C1 (centres undefined) | 1736 | 1581
COc1cccc(/C=N/NC(=O)CNC(=O)C2COc3ccccc3O2)c1O (centres undefined) | 1744 | 1937
COc1ccc2nc(/C=N/NC(=O)[C@H](C)NC(=O)OC(C)(C)C)ccc2c1 | 1542 | 1847
CC(C)Oc1ccccc1OCCCOc1cccc2cccnc12 | 1564 | 1842
CC(Oc1ccc(Br)cc1)C(=O)Nc1ccncc1 (centres undefined) | 1611 | 1447

# A draw from above in order of number of heavy atoms, descending:
structure | SRC3 TRFRET art | SRC1 TRFRET art
COc1ccc2nc(/C=N/NC(=O)[C@H](C)NC(=O)OC(C)(C)C)ccc2c1 | 1542 | 1847
CCN(C(=O)CSc1nnnn1-c1ccccc1)C1CCS(=O)(=O)C1 (centres undefined) | 1736 | 1581
Cc1c(C=O)c(=O)n(-c2ccccc2)n1-c1ccccc1 | 1524 | 1883
Cc1ccc(NC2OC(CO)C(O)C2O)cc1[N+](=O)[O-] (centres undefined) | 1626 | 1842
O=C(NCc1ccccn1)Nc1ccccc1 | 1648 | 1755

# Next records
structure | SRC3 TRFRET art | SRC1 TRFRET art
CC(=O)Nc1ccc(N(C(=O)Cn2nnc3ccccc32)C(C(=O)NC2CCCC2)c2ccc(O)c(O)c2)cc1 (centres undefined) | 1567 | 1802
Cc1ccccc1-n1c(-c2ccc(=O)[nH]n2)n[nH]c1=S | 1732 | 1785
O=C(Cc1c(F)c(F)c(F)c(F)c1F)OC12CC3CC(C1)C(=O)C(C3)C2 | 1565 | 1672
Cn1ncc2c(Nc3ccccc3Br)ncnc21 | 1767 | 1593
O=C1C=CCC(/C=C/c2ccccc2)O1 (centres undefined) | 1559 | 1738
Cc1noc(C)c1CS(=O)(=O)Cc1ccc(Cl)cc1 | 1198 | 1621
CC(C)(C)NC(=O)C(OC(=O)c1cccs1)c1ccc(C#N)cc1 (centres undefined) | 1573 | 1911
CC(=O)c1ccccc1NC(=O)COC(=O)c1ccc2c(c1)nc(C)n2-c1ccccc1 | 1491 | 1790
CCOc1ccc(NC(=O)N2CCN(Cc3ccc4c(c3)OCO4)CC2)cc1 | 1440 | 2007
CC(=O)C1=C(O)C(=O)N(CO)C1c1ccccc1F (centres undefined) | 1531 | 1848
CCOC(=O)c1c(-c2cccs2)csc1N | 1672 | 1465
CNC(=S)N(Cc1ccco1)Cc1cc2cc(OC)c(OC)cc2[nH]c1=O | 1526 | 1961
CC(C)(C)SCCNC(=O)CN(c1ccc(F)cc1)S(=O)(=O)c1ccccc1 | 1784 | 1638
Nc1c2c3c(sc2nc(=O)n1N)CCCC3 | 1623 | 1851
COC(=O)c1cc(C(C)=O)c(C)[nH]c1=O | 1652 | 1837
O=C(CCS(=O)(=O)c1ccc(Br)cc1)Nc1ccc(Cl)cc1F | 1515 | 1730
COc1ccc(CCc2nnc(CCC(=O)NCc3cc(C(C)C)no3)o2)cc1 | 1583 | 1800
CC(=O)Nc1ccc(S(=O)(=O)c2c(N)n(CCN3CCOCC3)c3nc4ccccc4nc23)cc1 | 1583 | 1883
COc1ccc(OC)c(Nc2nnc(C)c(=O)[nH]2)c1 | 1414 | 1661
CCN(CC)c1ccc(N2C(=O)C3CCCCC3C2=O)cc1[N+](=O)[O-] (centres undefined) | 1574 | 1824
Cc1cc(C)nc(NC(=O)Nc2ccccc2C(F)(F)F)n1 | 1501 | 1799
COc1ccc(N=Cc2c(O)n(-c3ccc(OC)cc3)c(=O)c3ccccc23)cc1 | 1507 | 1784
O=C(N/N=C/c1ccc([N+](=O)[O-])cc1)c1c[nH]c2ccccc12 | 1586 | 1798
COC(=O)c1cc(NC(=O)CN(c2cccc(OC)c2)S(=O)(=O)c2ccccc2)ccc1Cl | 1667 | 1745
CCNS(=O)(=O)c1ccc(CCC(=O)Nc2ccccc2)cc1 | 1573 | 1793
Cc1cccc2c(C(=O)O)cc(-c3cccnc3)nc12 | 1584 | 1767
CC1=NN(C(=O)COc2ccccc2C)C(O)(c2ccc(Cl)cc2)C1 (centres undefined) | 1517 | 1638
CN(C)S(=O)(=O)c1cccc(-c2cn3cccnc3n2)c1 | 1476 | 1858
Oc1ccc(/C=N/Nc2ccc3ccccc3c2)c(O)c1 | 1782 | 1883
Cn1c(CCNC(=O)c2cccs2)n[nH]c1=S | 1606 | 1841
CC(CNC(=O)c1cccs1)c1ccc([N+](=O)[O-])cc1 (centres undefined) | 1704 | 1581
Cn1nnc2c(sc3nc(N4CCOCC4)c4c(c32)CCCC4)c1=O | 1598 | 1624
CCOC(=O)/C(C#N)=C/c1cn(CCOc2ccc(OC)cc2)c2ccccc12 | 1477 | 1630
CCOC(=O)N1CCC(NC(=O)C2CCCN(C(=O)N3CCOc4ccccc43)C2)CC1 (centres undefined) | 1669 | 1975
CCC(NS(=O)(=O)c1c(C)[nH]c(=O)[nH]c1=O)C12CC3CC(CC(C3)C1)C2 (centres undefined) | 1508 | 1877
COc1cccc(NC(=O)C(c2ccccc2)N2CCCCC2)c1 (centres undefined) | 1343 | 1709
Cc1ccc(NS(=O)(=O)c2ccc(Br)s2)nc1 | 1587 | 1996
O=C(Nc1cccc(Cl)c1)c1cccc(Oc2ccc([N+](=O)[O-])cc2Cl)c1 | 1606 | 1743
O=C(NCc1cccs1)C(=O)c1cn(CC(=O)N2CCCC2)c2ccccc12 | 1505 | 1940
COc1cc(/C=C(\C#N)c2nc3ccccc3[nH]2)ccc1OC(=O)c1ccco1 | 1651 | 1617
Nc1ccc(C(=O)c2cccs2)cc1[N+](=O)[O-] | 1825 | 1773
O=C(CSc1ccc(-c2ccncc2)nn1)c1ccc(Cl)cc1 | 1515 | 1787
COc1ccc2nc(C)c(C(=O)NN)cc2c1 | 1674 | 1785
COc1ccc(C(=O)Oc2cccc(Nc3ncnc4ccccc34)c2)cc1OC | 1588 | 1737
COc1ccc(C2CC2/C(=N/O)c2ccccc2)cc1 (centres undefined) | 1691 | 1874
O=C1NC(c2cccc(Br)c2)=N/C1=C\c1ccco1 | 1598 | 1839
O=C(CCC(=O)OCc1ccc([N+](=O)[O-])cc1)Nc1ccccc1Cl | 1829 | 1674
CC(C)NC(=O)COc1cccc2ccccc12 | 1631 | 2095

# Screens (PubChem)
